Source: PubChem
HEK293 tox = cytotoxic in the GLP-1 receptor inverse agonist counter-screen. HEK293 cAMP-luciferase reporter cells, luminescence, 24 h. Potency, µM (titrated, usually from 38.3 µM), without a hit: top-dose activity change, negative = inhibition, hits mostly inhibitors. 410,000 compounds, 0.13% hits;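 further: loss of luciferase light is scored as toxicity; potency means the concentration at half of the fitted maximal effect; on the % scale 0 is the no-effect control and ±100 the full control effect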
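Luminescence readout: signal drop marks cytotoxicity. Plated cells grew 12 h at 37 °C, 5% CO2, received 23 nL compound for 24 h, then got luciferase reagent, read after 12 min at RT.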
HT1080 IDH1KD tx = toxicity to HT-1080 IDH1 knockdown cells (counter line); HT-1080 IDH1 knockdown viability, ATP luminescence, 48 h; Potency, µM (top dose mostly 46.1 µM), for inactives: at the highest dose activity, negative = toxicity, most hits filed as cytotoxic; 360,000 compounds, 2% hits;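 further: potency means the concentration at half of the fitted maximal effect; 0% = DMSO wells and -100% = cell-free medium wells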
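Knockdown cells (IDH1KD HT-1080) received compounds 2 h after plating at 750 cells/well and were kept 48 h at 37 °C in 5% FBS RPMI. A CellTiter-Glo luminescence read gave % activity for curve fitting.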
SW480 rerep = inducers of DNA re-replication in SW480 colon cancer cells | SW480 DNA re-replication, Hoechst DNA content imaging, 48 h | Potency, µM (doses to about 46.1 µM), inactives show at the top dose re-replication activation, hits mostly activators | 340,000 compounds, 1.8% hits | AID 624297; further: potency means the concentration at half of the fitted maximal effect; % of control where 0% means no effect; nearly all actives have a fitted effect of over 55% in size
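250 cells/well; 23 nL cpd via pin tool; 48 hr, 37 C, 5% CO2; Hoechst 40 min; imager read of total nuclear intensity, ex 405/em 500-530 nm.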
KB-3-1 cytotox = kills parental KB-3-1 adenocarcinoma cells. KB-3-1 viability, CellTiter-Glo ATP luminescence, 72 h. Potency, µM (titrated, usually from 46.1 µM), for inactives: at the top dose activity change, negative = cytotoxic, usual class: cytotoxic. 400,000 compounds, 1.4% hits. AID 1347075; further: potency means the concentration at half of the fitted maximal effect; on the % scale 0 is the no-effect control and ±100 the full control effect; nearly all actives have a fitted effect of over 60% in size
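KB-3-1 parental drug-naive adenocarcinoma cells in DMEM/10% FBS, incubated 72 h at 37 C with pin-transferred compounds across a concentration series. Viability by CellTiter-Glo luminescence; concentration-response curves fitted after normalization.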
IL-1B inflam inh = inflammasome signaling inhibition, IL-1 beta readout. AID 743279. THP-1 LPS/ATP IL-1B secretion, AlphaLISA, 16 h; stronger effect = lower value. activity change, % at 57.5 µM. 360,000 compounds, 4.7% hits; in the data active means activity change below about -50%; inconclusive means mostly about -30% to -49%; further: on the % scale 0 is the no-effect control and ±100 the full control effect
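Secreted IL-1B measured by AlphaLISA bead assay after 16 h compound exposure of THP-1 cells; compounds (final up to 57.5 uM) added 1 h before LPS (250 ng/mL) and ATP (1.25 mM) stimulation; lower signal means less secretion.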
HT1080NT lethal = kills 2HG-producing HT-1080-NT fibrosarcoma cells. HT-1080-NT fibrosarcoma viability, CellTiter-Glo ATP luminescence, 48 h. Potency, µM (doses to about 46.1 µM), without a hit: at the top dose activity, negative = less viability, hits mostly cytotoxic. 360,000 compounds, 1.6% hits;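 further: NT is the 2HG producing partner of a matched IDH1 knockdown line; potency means the concentration at half of the fitted maximal effect; 0% = DMSO-treated cells and -100% = media-only wells without cells; nearly all actives have a fitted effect of over 55% in size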
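A 48-hour cytotoxicity screen used HT-1080-NT cells plated 2 hours before compound delivery. ATP-based CellTiter-Glo luminescence measured viability, normalized to DMSO and no-cell controls.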
KB-V1 MDR tox = KB-V1 MDR subline cytotoxicity. Potency, µM (doses to about 46.1 µM), without a hit: at the top dose activity change, negative = cytotoxicity, hits mostly cytotoxic. 400,000 compounds, 3.4% hits. KB-V1 MDR cells viability, CellTiter-Glo, 72 h; further: potency means the concentration at half of the fitted maximal effect; on the % scale 0 is the no-effect control and ±100 the full control effect; nearly all actives have a fitted effect of over 60% in size
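Cytotoxicity toward P-gp-expressing KB-V1 cells was determined as loss of CellTiter-Glo luminescence after 72 h at 37 degrees C. Compounds were tested in quantitative HTS format across a concentration range, with curves fitted to normalized data.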
D3 ag = activates the human D3 dopamine receptor; P35462; D3R DiscoveRx beta-arrestin cells, luminescence, 90 min; max activation, %; 410,000 compounds, 0.58% hits; in the data active means max activation above about 30%; further: 0% is about no effect; mostly tested at two doses, the higher about 12 µM
Target sequence (P35462 whole entry, looked up): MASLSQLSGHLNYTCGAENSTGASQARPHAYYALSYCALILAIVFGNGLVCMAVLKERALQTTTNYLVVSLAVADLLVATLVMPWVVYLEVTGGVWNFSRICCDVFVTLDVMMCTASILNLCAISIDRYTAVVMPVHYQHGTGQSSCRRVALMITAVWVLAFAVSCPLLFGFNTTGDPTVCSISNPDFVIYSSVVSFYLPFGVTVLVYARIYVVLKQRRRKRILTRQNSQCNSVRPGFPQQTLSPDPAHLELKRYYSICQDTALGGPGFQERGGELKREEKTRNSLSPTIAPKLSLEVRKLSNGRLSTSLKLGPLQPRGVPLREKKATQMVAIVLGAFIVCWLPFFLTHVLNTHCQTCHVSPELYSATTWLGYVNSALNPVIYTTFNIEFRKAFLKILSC
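Agonist-mode cell screen: cells plated at 1500/well and incubated overnight at 37 °C, then exposed to library compounds for 90 min at 37 °C. Detection reagent was added for 30–60 min at room temperature, and luminescence was read.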
MCF10A rerep = inducers of DNA re-replication in MCF 10A breast cells. AID 624296. Potency, µM (top dose mostly 46.1 µM), for the others: at the highest dose activity, positive = re-replication, most hits filed as activators. 350,000 compounds, 2.9% hits. MCF 10A DNA re-replication, Hoechst nuclear intensity, 48 h; further: potency means the concentration at half of the fitted maximal effect; % of control where 0% means no effect; nearly all actives have a fitted effect of over 50% in size
Active calls of the source: *; u = inconclusive; x = not tested or not shown; & = joins results of further samples; ! = repeats disagree; [ ] = remark or other dose. Unless noted, the call rests on the fitted dose curve; in most records, active means well fitted curve in the direction sought with a large enough effect; inconclusive means small, poorly fitted or top-dose-only effect, or another doubt; inactive means no such curve, though single readings can be large; an effect the other way counts as inactive or inconclusive. An unsorted share of the library, and some 11% of all compounds hit somewhere here.

Structure	HEK293 tox	HT1080 IDH1KD tx	SW480 rerep	KB-3-1 cytotox	IL-1B inflam inh	HT1080NT lethal	KB-V1 MDR tox	D3 ag	MCF10A rerep
Cc1ccc(S(=O)(=O)N(C)C)cc1NC(=O)COC(=O)c1ccc2c(=O)n3c(nc2c1)CCC3	1%	3%	-84%[inhibitor]	-6%	4	3%	20%	8	0%
Cc1ccc(C(C(=O)NCCc2ccccc2)N(C(=O)c2csnn2)C2CC2)o1 (configuration not stated)	11%	18%	0%	-3%	8	15%	-13%	-3	-187%[0.0737 µM]
COc1cc(/C=C2\SC(N3CCc4ccccc4C3)=NC2=O)cc(OC)c1OC	-7%	10%	-5%	u	-67*	1%	2.3µM*	-9	u
CCCCNC(=O)C(C)N(CCN(C)C)C(=O)CCCN1C(=O)NC(c2ccc(Cl)cc2)C(C(=O)OCc2ccccc2)=C1C (configuration not stated)	u	u	u	0%	u	u	0%	14	u
Cc1noc(C)c1S(=O)(=O)N(CC(=O)O)c1ccc2c(c1)OCO2	1%	12%	0%	0%	31	13%	4%	6	-25%
COc1cc(C(=O)N2CCC(n3c(C)nc4cc(F)ccc43)CC2)cc(OC)c1OC	0%	-2%	0%	u	-16	1%	5%	-1	-2%
C=C1C(=O)O[C@H]2C1CC[C@@](C)(O)C13C=CC(C)(C21)C1(C3)C(=O)O[C@@H]2C3C(C)=CCC3[C@](C)(O)C[C@H](OC(C)=O)C21 (some centres not stated)	-27%	u	u	2%	-94*	u	8%	1	u
CCOC(=O)N1CCN(C(=S)Nc2ccc(C)cc2)CC1	6%	13%	-4%	7%	-8	10%	29%	0	-5%
Cn1c(=O)c2c(nc(SCC(=O)NC34CC5CC(CC(C5)C3)C4)n2C)n(C)c1=O	20%	1%	0%	1%	12	12%	u	-4	0%
Cc1c(O)c2c3c(cccc3c1O)C(=O)N(c1ccccc1)C2=O	125%[activator]	-16%	7%	u	25	u	u	14	u
O=C(Cn1c(=O)n(CCCS(=O)(=O)C2CCCCC2)c(=O)c2ccccc21)Nc1ccccc1C(F)(F)F	-5%	x	x	-11%	x	x	1%	-12	x
O=C(NC1=C(NC2CCS(=O)(=O)C2)C(=O)c2ccccc2C1=O)c1ccccc1 (configuration not stated)	u	18µM*	u	u	-93*	15µM*	u	-17	u
O=C(Cn1nnc(-c2ccccc2F)n1)Nc1ccc(C(=O)N2CCOCC2)cc1	-15%	8%	-1%	-7%	28	1%	-2%	1	-5%
C/C(=N\Nc1ccc([N+](=O)[O-])cc1)c1ccc(N)cc1	u	-7%	29%	17%	-2	u	u	-4	u
COc1cc(C)c(Br)cc1S(=O)(=O)NCCN1CCOCC1	-4%	1%	-12%	8%	0	22%	13%	2	12%

Later entries
Structure	HEK293 tox	HT1080 IDH1KD tx	SW480 rerep	KB-3-1 cytotox	IL-1B inflam inh	HT1080NT lethal	KB-V1 MDR tox	D3 ag	MCF10A rerep
COc1ccc(Cl)cc1NC(=O)CCc1nnc2ccc(N3CCN(C)CC3)nn12	-5%	-2%	-50%[inhibitor]	1%	-22	-9%	-14%	-3	2%
Cc1[nH]n(-c2nc(-c3ccccc3)cc(=O)[nH]2)c(=O)c1CCO	-2%[7.66 µM]	11%	1%	17%	-8	1%	3%	-2	16%
CCCCC1(Cc2ccc(OC)c([N+](=O)[O-])c2)C(=O)N(c2ccccc2)N(c2ccccc2)C1=O	1%	4%	4%[9.22 µM]	u	-20	0%	-25%	0	u
CCOc1ccc(-c2noc(CCC(=O)NC)n2)cc1OCC	-15%	17%	4%	-2%	17	16%	3%	9	0%
CCCCNC(=O)OCCNC(=O)NC	-9%	2%	-39%	4%	3	2%	u	1	-179%[0.0737 µM]
Cc1cccc(C(=O)OCC(=O)NCCN2C(=O)CSC2=O)c1[N+](=O)[O-]	1%	8%	-23%	9%	0	u	-21%	-20	0%
CC1CCN(c2ccc3nnc(CCC(=O)N4CCN(c5ccccc5F)CC4)n3n2)CC1	18%	13%	-37%	-8%	-12	0%	2%	5	-2%
CCCn1nnnc1-c1cc(Cl)cc(Cl)c1	-7%	4%	-15%	11%	-4	-3%	3%	9	-2%
CC(C)Cc1nnc(NC(=O)CN2C(=O)NC3(CCCC3)C2=O)s1	2%	3%	-2%	-7%	4	-6%	6%	-22	0%
N#C/C(=C(\O)Cc1ccccc1)c1nc2ccccc2[nH]1	-13%	0%[9.24 µM]	u	u	0	-2%	-4%	-11	17%
O=C(COC(=O)c1ccc(Cl)nc1)c1ccc2c(c1)OCCO2	0%	-9%	44%	3%	6	-5%	-12%	4	-4%
CCc1ccc[n+](-c2[nH]c(=O)sc2/C=N/N=C(\[O-])c2ccncc2)c1	-4%	3%	-7%	9%	13	12%	0%	5	20%
N#Cc1ccc(C(=O)Nc2ccn(-c3ccccc3)n2)cc1	-7%	u	-10%	0%	-19	-19%	0%	8	13%
CCN(CC)S(=O)(=O)c1ccc(NCc2ccccc2)nc1	5%	-17%	-1%	0%	3	-2%	-7%	33*	4%
O=C(NCCN1CCOCC1)c1cc(-c2ccc(F)cc2)on1	6%	3%	-5%	-7%	18	-30%	-4%	-10	3%

(listing goes on)
Structure	HEK293 tox	HT1080 IDH1KD tx	SW480 rerep	KB-3-1 cytotox	IL-1B inflam inh	HT1080NT lethal	KB-V1 MDR tox	D3 ag	MCF10A rerep
COCC(C)n1c(-c2ccc3c(c2)NC(=O)CO3)csc1=Nc1ccc(OC(F)F)cc1 (configuration not stated)	-24%&-9%	u	u	9.2µM*!	-26&-28	21µM*!	u	23&0	3.3µM*
Cn1c(=O)[nH]c2c(c1=O)CCO2	0%	15%	-5%	2%	3	10%	11%	7	-7%
CC(C)c1ccc(N2C(=O)CSC23C(=O)N(Cc2cccc(F)c2)c2ccccc23)cc1 (configuration not stated)	19%	x	x	21µM*	x	x	13µM*	1	x
C=CCN1C(=O)C(CC(=O)O)SC1=Nc1ccc(C)cc1 (configuration not stated)	-15%	11%	-19%	-5%	15	3%	0%	6	2.6µM*
COc1ccc(CNC(=O)COC(=O)[C@H](Cc2c[nH]c3ccccc23)NC(=O)c2cccs2)cc1	-2%	14%	1%	20%	-93*	18%	6%	-12	u
CC1(C(=O)NS(=O)(=O)c2ccccc2C(F)(F)F)CCN1C(=O)C1CCCCC1 (configuration not stated)	0%	5%	x	0%	29	10%	4%	4	x
COc1cccc(C(O)c2cnc(C(C)C)n2C)c1OC (configuration not stated)	-22%	-1%	u	-15%	6	10%	-16%	1	28%
CSc1nc(-c2ccc(Cl)cc2)nn1C(=O)c1ccco1	7%	14%	4%	-4%	-11	20%	-4%	1	1%
O=C(Nc1cccc(C(F)(F)F)c1)c1cncs1	0%	1%	u	u	20	0%	-46%	-8	3%
CCN(CC(=O)Nc1c(F)cccc1F)C(=O)c1ccc(C2SCCS2)cc1	-10%	-1%	-31%[inhibitor]	0%	13	1%	-8%	4	u
CCCSc1nsc(SCCC)c1C(N)=O	-2%	25%	-3%[9.22 µM]	18%	-10	28%	15%	1	-2%
O=C(Nc1cccc(Cl)c1)c1ccc(F)c(S(=O)(=O)NCc2cccs2)c1	u	u	2%	u	u	u	u	2	1%
COCCn1nnnc1C(c1ccc(OC)c(OC)c1)N1CCN(C(=O)c2ccco2)CC1 (configuration not stated)	4%	2%	-5%	7%	16	4%	3%	-5	-4%
Cc1cc(Cl)c2oc(C(=O)N(C)Cc3nccn3C)c(C)c2c1	0%	-2%	1%	10%	-16	0%	17%	-24	-7%
COc1ccccc1NS(=O)(=O)c1cccc(C(=O)N/N=C(\C)c2ccc(-n3ccnc3)cc2)c1	-8%	-26%	4%	16%	0	-6%	7%	-4	23%

The results go on:
Structure	HEK293 tox	HT1080 IDH1KD tx	SW480 rerep	KB-3-1 cytotox	IL-1B inflam inh	HT1080NT lethal	KB-V1 MDR tox	D3 ag	MCF10A rerep
O=C(CCCCn1c(=O)c2ccccc2n(CC(=O)NC2CCCC2)c1=O)NCc1ccco1	-13%	11%	-5%	10%	-5	13%	0%	-3	-5%
Cc1ccc(C)c(N2CCN(S(=O)(=O)c3c(C)[nH]c(C)c3C(=O)N3CCCC3)CC2)c1	-14%	-1%	-23%	16%	-12	-20%	u	-10	0%
O=S(=O)(c1ccccc1)c1nc(-c2ccc(Cl)cc2Cl)oc1N1CCCCCC1	16%	x	x	10%	x	x	4%	61*	x
COc1ccc(OC)c(NS(=O)(=O)c2c(C)nc3sccn3c2=O)c1	-14%	2%	-13%	2%	13	-5%	12%	-2	-1%
CC1CCCN(CC(O)COC(c2ccccc2)c2ccccc2)C1 (configuration not stated)	-15%	-19%	19%	3%	u	-26%	0%	-19	-30%[inhibitor]
CCOC(=O)/C(=C\c1c[nH]c2ccccc12)NC(C)=O	-18%	4%	0%	1%	10	1%	18%	-5	2%
C[C@H]1CN([C@@H](C)CO)C(=O)Cc2cc(NC(=O)Cc3cn(C)c4ccccc34)ccc2O[C@@H]1CN(C)S(=O)(=O)c1cn(C)cn1	2%	3%	3.7µM*	-2%	29	5%	1%	6	-1%
Cc1c(-c2nnc(SCC(=O)Nc3ccc(Br)cc3)o2)nnn1-c1ccc(F)cc1	-5%	x	x	-4%	x	x	12%	-6	x
C/C(=N\OCC(=O)NCC(F)(F)F)c1cc2ccccc2o1	-11%	14%	10%	-2%	8	21%	-27%	-1	-86%[inhibitor]
CC1C(=O)N2CCCc3cc(NC(=O)C4CC4)cc1c32 (configuration not stated)	-20%	-2%	-10%	4%	15	0%	-14%	-1	4%
N#CC(c1ccccc1)c1cnccn1 (configuration not stated)	4%	12%	1%	0%	5	15%	24%	3	3%
C/C(=N\Nc1nc2ccccc2[nH]1)c1ccc2c(c1)OCO2	u	u	21µM*	0%	-83*	u	u	-10	u
Cc1ccc(NC(=O)CCC(=O)N/N=C/c2ccc(O)cc2)cc1	-1%	u	-6%	-1%	4	-23%	-7%	-4	5%
